# Assay outcomes deposited in PubChem BioAssay by National Center for Advancing Translational Sciences (NCATS).
# AMA1 RON2 block = AMA1-RON2 (P. falciparum) interaction inhibition; Potency, µM (top dose mostly 58.2 µM), inactives show at the highest dose activity change, negative = inhibition, actives largely listed as inhibitors; 360,000 tested, 0.2% active; AlphaScreen AMA1-biotinylated RON2 peptide binding;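 further: potency means the concentration at half of the fitted maximal effect; 0% = vehicle wells and -100% = peptide control; nearly all actives have a fitted effect of over 45% in size; some results filed as inactive show a strong effect at the top dose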
#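 AMA1 (3D7) with his tag at 25 nM final met compounds first, then biotinylated RON2 peptide at 25 nM; detection used donor plus acceptor beads, 10 µg/mL apiece, read by AlphaScreen after 30 min at room temperature.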
# LmPK inh = inhibitors of Leishmania mexicana pyruvate kinase | Q27686 | purified LmPK, Kinase-Glo ATP luminescence, 1 h | Potency, µM (doses to about 57.5 µM), for inactives: top-dose activity change, negative = inhibition, hits mostly inhibitors | 290,000 tested, 0.37% active | AID 1721; further: potency means the concentration at half of the fitted maximal effect; on the % scale 0 is the no-effect control and ±100 the full control effect
# Target sequence (Q27686 whole entry, looked up): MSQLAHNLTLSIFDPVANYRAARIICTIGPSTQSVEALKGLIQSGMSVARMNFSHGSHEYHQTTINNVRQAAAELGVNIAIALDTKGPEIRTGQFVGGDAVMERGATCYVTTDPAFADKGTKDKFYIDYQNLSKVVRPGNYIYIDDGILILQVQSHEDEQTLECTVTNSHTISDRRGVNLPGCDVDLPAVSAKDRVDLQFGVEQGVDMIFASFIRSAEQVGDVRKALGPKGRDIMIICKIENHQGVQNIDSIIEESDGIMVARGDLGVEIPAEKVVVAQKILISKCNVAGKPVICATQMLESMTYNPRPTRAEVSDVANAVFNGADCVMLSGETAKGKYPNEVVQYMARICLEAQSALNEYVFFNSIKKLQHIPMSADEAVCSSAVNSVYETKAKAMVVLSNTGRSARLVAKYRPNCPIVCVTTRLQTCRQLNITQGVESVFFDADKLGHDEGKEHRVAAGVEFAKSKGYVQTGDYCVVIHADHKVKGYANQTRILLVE
#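 Screened at intermediate enzyme activity to detect both inhibitors and activators: LmPK at 0.1 nM, with a 0.5 nM enzyme column as activation reference. PEP 0.5 mM, ADP 0.1 mM; ATP detected by luminescence after 1 h.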
# Cycloheximide cs = counter-screen hit for Shiga toxin inhibitors, cycloheximide; 300,000 tested, 12% active; cell reporter, cycloheximide protein synthesis inhibition counterscreen; max response, %; in the data active means max response mostly above about 13%, no sharp cut-off; inactive means mostly below about 14%; further: read at 38.3 µM for the half of the compounds with a filed dose; 0% is about no effect
# Pf growth 96h = P. falciparum growth inhibition at 96 hours; P. falciparum luciferase reporter growth, 96 h; Potency, µM (top dose mostly 28.7 µM), without a hit: at the top dose activity change, negative = inhibition, hits mostly inhibitors; 320,000 tested, 6.9% active; AID 504834; further: potency means the concentration at half of the fitted maximal effect; on the % scale 0 is the no-effect control and ±100 the full control effect
#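 Readout is luminescence from an integrated firefly luciferase in P. falciparum. Red cells, 2% hematocrit and 0.05% parasitemia final, were cultured with compound through two parasite generations (96 hours) at 37 C, 5% CO2.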
# Pf growth 48h = inhibits P. falciparum growth in the first generation, 48 h | P. falciparum luciferase growth in erythrocytes, 48 h | Potency, µM (highest dose often 28.7 µM), for the others: top-dose activity change, negative = inhibition, actives largely listed as inhibitors | 310,000 tested, 5.9% active; further: potency means the concentration at half of the fitted maximal effect; on the % scale 0 is the no-effect control and ±100 the full control effect
#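 A one-generation exposure of luciferase-tagged malaria parasites in RPMI 1640/Albumax erythrocyte culture, 37 C and 5% CO2. Inhibition is inferred from decreased luminescence after adding detection reagent.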
# Shiga inhibitor = blocks Shiga toxin action in Vero cells; Vero cells, Shiga toxin protein synthesis inhibition reporter; inhibition, % at 38.7 µM; 290,000 tested, 9.2% active; in the data active means inhibition mostly above about 28%, no sharp cut-off; inactive means mostly below about 43%; further: 0% is about no effect
# TbPYK inhibitor = inhibitors of Trypanosoma brucei pyruvate kinase. Q57TT1. TbPYK enzyme, Kinase-Glo Plus ATP luminescence, 45 min. Potency, µM (doses to about 76.8 µM), for inactives: top-dose activity, negative = inhibition, hits mostly inhibitors. 410,000 tested, 0.12% active. AID 624173; further: potency means the concentration at half of the fitted maximal effect; on the % scale 0 is the no-effect control and ±100 the full control effect; nearly all actives have a fitted effect of over 50% in size
#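 In this concentration-response screen, enzyme-free wells defined baseline while DMSO plates tracked drift. Each reaction combined TbPYK, substrate, compound and 130 uM ADP for 45 min at room temperature. Kinase-Glo Plus luminescence gave the signal.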
# An asterisk follows results filed as active; i = inactive; ? = inconclusive; nt = no result given; [ ] = another dose, or the depositor's remark. Unless noted, the call rests on the fitted dose curve; in most records, active means well fitted curve in the direction sought with a large enough effect; inconclusive means small, poorly fitted or top-dose-only effect, or another doubt; inactive means no such curve, though single readings can be large; an effect the other way counts as inactive or inconclusive.
nr	mol	AMA1 RON2 block	LmPK inh	Cycloheximide cs	Pf growth 96h	Pf growth 48h	Shiga inhibitor	TbPYK inhibitor
1	CCOC(=O)/C(C#N)=C/c1c(N2CCN(C)CC2)nc2ccccn2c1=O	-4%	-3%	-3	11%	nt	-6	-1%
2	Cn1cnnc1SC(C(=O)c1ccccc1)c1ccccc1 (configuration not stated)	-1%	9%	7	?	nt	13	-9%
3	S=C1Nc2ccccc2Sc2ccc(Cl)cc21	80%[activator]	2%	-2	?	?	1	-9%
4	CC1CCN(C(=O)c2[nH]cnc2C(=O)NC2CCN(C(=O)OC(C)(C)C)CC2)CC1	-7%	nt	nt	?	?	nt	2%
5	COC(=O)CN1C(=O)c2cccc3cccc1c23	9%	-4%	-1	?	5%	-7	-1%
6	Cc1n(CC(O)COCc2ccccc2)c2ccccc2[n+]1C (configuration not stated)	-1%	-6%	-3	3.3µM*	9.3µM*	-11	-15%
7	NC(=O)CN1CCN(C(=O)NC2CCCCC2)CC1	0%	4%	0	18%	nt	-2	-21%
8	Cc1ccc(NC(=S)NC(=O)c2ccc(-c3ccc(Cl)cc3)o2)c(O)c1	36%[activator]	6%	11	2%	?	13	-12%
9	O=C(C1CCCC1)N1CCN(S(=O)(=O)c2ccc(Cl)cc2)CC1	-4%	-2%	-2	-15%	-13%	-5	-1%
10	CC1CCN(c2nc3c(c(=O)n(C)c(=O)n3C)n2CCSc2nc3ccccc3o2)CC1	nt	-6%	-3	0%	12%	-2	nt
11	COC(=O)C1CN(C(=O)C(C)Oc2cc(C)ccc2C(C)C)c2ccccc2O1 (configuration not stated)	-15%	2%	17	35%[activator]	21%	7	0%
12	Cc1csc(SCC(=O)NCc2cccs2)n1	5%	-9%	2	?	-5%	-15	6%
13	CC(O)(CS(=O)(=O)Cc1ccccc1)c1ccc(Cl)cc1 (configuration not stated)	-3%	-6%	2	?	-9%	-5	0%
14	Cc1cc(C)c2c(n1)sc1c(=O)n(Cc3ccccc3Cl)nnc12	-5%	14%	-8	-5%	nt	-16	1%
15	COc1ccc(-c2ccc(/C=N/NC(=O)c3cccnc3)o2)c([N+](=O)[O-])c1	39%[activator]	-2%	-2	65%[activator]	12%	17	1%
16	O=C(NC(=S)Nc1cccnc1Cl)c1ccco1	17%	-22%	21*	26%	144%[activator]	55*	-7%
17	O=C(N/N=C/c1cccnc1)c1ccc(NC(=O)c2ccccc2Cl)cc1	4%	-5%	1	-8%	?	35	-1%
18	O=c1oc2ccc(F)cc2c2c1C1O[C@](c3ccsc3)(Cc3c1ccc1ccccc31)O2	nt	-18%[11.5 µM]	5	18%[5.75 µM]	?	i	nt
19	Cc1cc(C)n(-c2ccc(C(=O)OCC(=O)NCc3ccc(Cl)cc3)cc2)n1	-7%	6%	-2	64%[activator]	9%	19	4%
20	CN1CCN(C(=O)c2cc(=O)c3cc(Cl)cc(Cl)c3o2)CC1	-9%	0%	1	36%	33%[activator]	-7	1%
21	O=C(OCC(=O)N1CCN(C(=O)COC(=O)c2ccncc2)CC1)c1ccncc1	1%	1%	-3	?	29%	12	1%
22	O=S(=O)(c1ccc(NC(=S)NCc2ccc(F)cc2)cc1)N1CCOCC1	0%	-2%	-3	?	?	-8	-12%
23	COC(=O)c1cc(-c2ccccc2)n(CC(=O)O)c1C	-2%	-9%	5	22%	-19%	-9	1%
24	CC(C)N(CC#CCC1(O)c2ccccc2-c2ccccc21)CCO	?	0%	11	-26%	?	12	-13%
25	COC(=O)c1ccc2c(=O)[nH]c(CN3c4ccccc4CC3C)nc2c1 (configuration not stated)	41%[activator]	10%	-2	3.3µM*	?	-7	-6%
26	CCN1C(c2ccccc2)C(C)C(=O)C(C)C1c1ccccc1 (configuration not stated)	16%	6%	4	9.3µM*	12µM*	24	1%
27	Cc1ccc(NC(=O)COC(=O)C2CSC3(C)CCC(=O)N23)cc1S(=O)(=O)N1CCOCC1 (configuration not stated)	-2%	-1%	9	-17%	-4%	-13	-2%
28	Cc1ccc(NC(=O)CSc2nnc(-c3ccncc3)o2)cc1C	34%[activator]	0%	-2	-29%	32%[activator]	1	0%
29	CCN(CC(=O)Nc1ccc(NC(C)=O)cc1)C(=O)CCN1C(=O)c2cccc([N+](=O)[O-])c2C1=O	11%	-1%	0	0%	26%	15	-3%
30	Cc1noc(C)c1-c1nc(CSc2ccccc2)no1	12%	3%	21*	31%[activator]	39%[activator]	29	0%
31	O=C(CSc1nnc2ccc(-c3ccc(F)cc3)nn12)N1CCCC1	10%	-12%	8	?	-2%	-9	-1%
32	CS(=O)(=O)c1ccc(Cl)c(NC(=O)CCNC(=O)c2ccco2)c1	-2%	-2%	-1	-11%	13%	-7	1%
33	CS(=O)(=O)N1CCC(C(=O)Nc2ccc(Cl)c(Cl)c2)CC1	-6%	3%	16	418%[activator]	-15%	17	-5%
34	Cc1cc(=O)n2c3c(cccc13)CCC2	8%	4%	5	48%[activator]	32%	16	-10%
35	Nn1c(SCC(=O)N2CCOCC2)nnc1-c1ccco1	17%	5%	-6	92%[activator]	32%[activator]	-17	-5%
36	CCCC(=O)Nc1ccc(-c2nc3cc(C)c(C)cc3o2)c(O)c1	29%	2%	32*	13%	55%[activator]	52	2%
37	CCCc1nc2sc3c(=O)n(N)cnc3c2c2c1COC(C)(C)C2	nt	-5%	-1	-15%	9%	11	nt
38	O=C(COc1ccc(C(=S)N2CCOCC2)cc1)Nc1ccccc1C(F)(F)F	2%	8%	-3	?	36%[activator]	18	5%
39	COc1ccc(CNC(=O)CCNC(=O)c2ccco2)cc1OC	-2%	nt	nt	1%	34%[activator]	nt	2%
40	COCCCNC(=O)c1ccc([N+](=O)[O-])cc1	-4%	-1%	8	5%	30%[activator]	-2	-6%
41	O=C1NC(c2ccccn2)Nc2sc3c(c21)CCC3 (configuration not stated)	94%[activator]	-9%	31*	2%	59%[activator]	99*	-13%
42	CCc1nnc(NC(=O)c2cccc(NC(=O)C(C)C)c2)s1	0%	-6%	45*	43%[activator]	68%[activator]	67	-8%
43	O=C(Cn1nc(-c2cccc([N+](=O)[O-])c2)c2ccccc2c1=O)NCC1CCCO1 (configuration not stated)	-9%	1%	-1	30%[activator]	?	-8	3%
44	Cn1cc(CNC(=O)c2ccc(OC3CCN(Cc4ccccn4)CC3)cc2)cn1	87%[activator]	7%	10	3%	-19%	4	-6%
45	CCOc1ccccc1CNS(=O)(=O)c1ccc2c(c1)oc(=O)n2C	-4%	2%	-4	?	nt	-16	-6%
46	O=C(O)c1ccc(N/N=C/c2ccc(-c3ccccc3Cl)o2)cc1	-6%	6%	50*	-18%	425%[activator]	100*	-1%
47	CCCN(CCC)S(=O)(=O)c1cccc(C(=O)N=c2sccn2C)c1	10%	-1%	-2	-39%	?	7	3%
48	Cc1cc(NC(=O)CCCC(=O)Nc2ccc(F)cc2)no1	15%	-4%	1	8.3µM*	11%	-6	0%
49	O=C(CCC1CCCN(C(=O)C2=CCCCC2)C1)N1CCN(c2ccccn2)CC1 (configuration not stated)	-3%	-8%	-3	7%	?	18	-6%
50	Cc1ccc(C)c(N2CCN(S(=O)(=O)c3c(C)[nH]c(C)c3C(=O)N3CCCC3)CC2)c1	1%	-4%	-2	-3%	-6%	3	0%
51	COCCn1nnnc1C(c1ccc(OC)c(OC)c1)N1CCN(C(=O)c2ccco2)CC1 (configuration not stated)	10%	-5%	-4	-9%	8%	-7	-5%
52	COC(=O)c1c(NC(=O)c2ccco2)sc(C(=O)Nc2ccc(F)cc2)c1C	-1%	8%	26	?	1%	45	-6%
53	O=c1cc(-c2ccccc2)oc2cc(O)ccc12	11%	nt	51*	nt	nt	77*	-3%
54	CN(C)c1ccc(/C=N/NC(=O)c2ccnn2C)cc1	5%	8.9µM*	24*	31%[activator]	226%[activator]	58*	?
55	O=C(Nc1ccc2nc3n(c(=O)c2c1)CCCC3)c1ccccc1F	105%[activator]	-1%	31*	?	-10%	70*	-6%
56	COc1ccc(C(=O)Nc2nnc(SCC(=O)Nc3ccc(NC(C)=O)cc3)s2)c(OC)c1	-5%	-6%	48*	72%[activator]	141%[activator]	119*	4%
57	CC(CC(=O)Nc1ccc(F)c([N+](=O)[O-])c1)c1ccccc1 (configuration not stated)	-8%	-2%	-2	27%	-15%	9	-7%
58	O=S(=O)(Cc1ccc(Cl)cc1)N1CCN(c2ncccn2)CC1	8%	-5%	-2	46%[activator]	37%[activator]	20	4%
59	NS(=O)(=O)c1ccc(NCc2cc(Cl)ccc2OCc2ccccc2F)cc1	-13%	5%	8	9%	-7%	-7	-2%
60	Cc1ccc(C(=O)Nc2ccnc(-c3cccnc3)n2)cc1	7%	-2%	36*	54%[activator]	80%[activator]	45	3%

# Additional records follow:
nr	mol	AMA1 RON2 block	LmPK inh	Cycloheximide cs	Pf growth 96h	Pf growth 48h	Shiga inhibitor	TbPYK inhibitor
61	CC(C)C(NS(=O)(=O)c1c(Cl)cccc1Cl)C(=O)OCC(=O)c1c[nH]c2ccccc12 (configuration not stated)	-3%	-3%	-2	4.7µM*	4.1µM*	-5	-8%
62	N#Cc1cc(C(=O)c2cc(F)ccc2O)cn(-c2nccs2)c1=O	7%	3%	11	39%[activator]	7%	-5	3%
63	COC(=O)[C@]1(C)N[C@H](c2ccc(-c3ccc(F)cc3)cc2)[C@@H]2C(=O)N(C)C(=O)[C@@H]21	12%	nt	nt	-2%	?	nt	0%
64	CCOC(=O)N1CCN(C(=O)CSc2ccc(Cl)cc2)CC1	12%	-2%	20*	-16%	15%	93*	6%
65	COc1ccc(C2C(C(C)=O)=C(O)C(=O)N2c2nc3ccccc3s2)cc1OC (configuration not stated)	5%	-1%	7	?	5%	45	-6%
66	Nn1cc(-c2ccccc2)nc1SCC(=O)NCC(F)(F)F	-7%	-4%	2	11%	-3%	17	-4%
67	CC12Cc3ccc4ccccc4c3C=C1C[N+](C)(C)C2 (configuration not stated)	41%[activator]	-2%	-3	1.7µM*	nt	-11	-1%
68	O=C(Nc1nc2ccc(Cl)cc2s1)[C@@H]1CCCN1C(=O)c1cccs1	17%	-2%	82*	?	59%[activator]	81*	3%
69	CC1CCCN(C(=O)CSc2nnc(-c3ccncc3)n2C)C1 (configuration not stated)	-8%	9%	7	0%	22%	2	2%
70	Cn1c(SCC(=O)NC2CCCCC2)nnc1-c1ccc(N)cc1	-3%	-1%	-2	31%[activator]	59%[activator]	9	-6%
71	O=C(NCc1ccccc1)C1=C[C@H](C2CCCCC2)C[C@H](OCc2ccc(CO)cc2)O1	-3%	8%	3	?	?	-3	-7%
72	CO/N=C/c1ccc(Sc2ccccc2)c([N+](=O)[O-])c1	-10%	1%	2	15%	nt	-6	-1%

# From compound 61 up to 63, copied from above:
nr	mol	AMA1 RON2 block	LmPK inh	Cycloheximide cs	Pf growth 96h	Pf growth 48h	Shiga inhibitor	TbPYK inhibitor
61	CC(C)C(NS(=O)(=O)c1c(Cl)cccc1Cl)C(=O)OCC(=O)c1c[nH]c2ccccc12 (configuration not stated)	-3%	-3%	-2	4.7µM*	4.1µM*	-5	-8%
62	N#Cc1cc(C(=O)c2cc(F)ccc2O)cn(-c2nccs2)c1=O	7%	3%	11	39%[activator]	7%	-5	3%
63	COC(=O)[C@]1(C)N[C@H](c2ccc(-c3ccc(F)cc3)cc2)[C@@H]2C(=O)N(C)C(=O)[C@@H]21	12%	nt	nt	-2%	?	nt	0%
